V1R ag counter – activates human V1a receptor in oxytocin agonist counter-screen. actives 0.25% (n = 320,000). P37288. CHO-V1R cells, Fluo-8 calcium fluorescence, agonist mode; 0% DMSO, 100% 3 nM vasopressin. activation, % at 3 µM;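 active means activation above the mean activation of all tested compounds plus 3 SD, per screening run, cut at about 20% in these data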;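 further: signal is peak over basal fluorescence ratio across a 100 second FLIPR read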
Target sequence (P37288 whole entry, looked up): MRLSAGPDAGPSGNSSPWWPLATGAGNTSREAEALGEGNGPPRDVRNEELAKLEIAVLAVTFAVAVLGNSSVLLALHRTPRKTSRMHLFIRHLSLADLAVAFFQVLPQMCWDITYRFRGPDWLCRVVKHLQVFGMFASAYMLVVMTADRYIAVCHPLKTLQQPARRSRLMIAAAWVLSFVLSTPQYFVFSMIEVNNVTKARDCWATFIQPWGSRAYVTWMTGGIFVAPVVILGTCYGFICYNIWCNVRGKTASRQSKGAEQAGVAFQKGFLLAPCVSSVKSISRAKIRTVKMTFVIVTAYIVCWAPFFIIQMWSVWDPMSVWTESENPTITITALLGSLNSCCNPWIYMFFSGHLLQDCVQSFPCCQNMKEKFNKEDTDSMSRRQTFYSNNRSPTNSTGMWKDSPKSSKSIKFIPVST
M18AAP inhibitor – PfM18AAP enzyme inhibition | recombinant PfM18AAP, H-Glu-NHMec fluorogenic cleavage | inhibition, % at 7.35 µM | actives 1.2% (n = 290,000) | AID 1822;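 active means inhibition above the campaign mean inhibition over all tested compounds plus 3 SD, cut at about 28% in these data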;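 further: 0% = plate median of test compound wells and 100% = 2 mM ZnCl2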
OXTR ag – human OXTR agonism | actives 0.32% (n = 320,000) | activation, % at 3 µM | P30559 | CHO-OTR cells, Fluo-8 calcium fluorescence; normalized: DMSO 0%, oxytocin 100%;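 active means activation above the mean of all tested compounds plus 3 SD, cutoff set per screening run, cut at about 20% in these data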;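 further: peak over basal fluorescence ratio from a 100 s FLIPR kinetic read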
GalR3 antag – human GalR3 antagonism; AID 651719; HEK293 GalR3-CNG cAMP membrane potential fluorescence; galR3 body fused to GalR1 C-terminus; inhibition, % at 3 µM; actives 0.44% (n = 360,000); O60755;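 active means inhibition above the screen-wide average plus 3 SD, cut at about 13% in these data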;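 further: forskolin and galanin both at EC90 stimulate the cells; cAMP rise reported by CNG channel membrane potential dye signal; 0% = forskolin plus galanin with DMSO and 100% = forskolin alone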
Target sequence (O60755 1-299 limits assumed): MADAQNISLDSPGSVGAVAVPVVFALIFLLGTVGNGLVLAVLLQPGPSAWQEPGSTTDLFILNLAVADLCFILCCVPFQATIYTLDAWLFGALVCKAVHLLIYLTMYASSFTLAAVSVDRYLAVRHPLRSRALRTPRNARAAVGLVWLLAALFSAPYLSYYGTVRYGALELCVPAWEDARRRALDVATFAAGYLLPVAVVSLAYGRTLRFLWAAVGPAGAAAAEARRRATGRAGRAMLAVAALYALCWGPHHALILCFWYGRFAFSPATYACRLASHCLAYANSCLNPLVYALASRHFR
NALP1 yeast inh – blocks the NALP1 inflammasome reconstituted in yeast. S. cerevisiae NALP1/ASC/caspase-1 growth, X-gal OD620, 72 h. actives 0.61% (n = 280,000). inhibition, % at 10 µM; in the data active means inhibition mostly above about 24%, no sharp cut-off; inactive means mostly below about 32%; further: some compounds called inactive have numbers as strong as hits
MEKK2 WT-MEK5 – raises or lowers MEK5 binding to wildtype human MEKK2 PB1 domain; bead flow cytometry, Alexa488-MEK5 binding to MEKK2 WT; actives lie on both sides; binding response (% of control), % at 10 µM; actives 1.1% (n = 290,000); AID 1531; in the data active means binding response below about 67% or above about 130%
MEKK2mut PB1 HTS – signal of MEK5 binding to mutant human MEKK2 PB1 domain | AID 1530 | bead flow cytometry, Alexa488-MEK5 binding to MEKK2 mutant | actives 0.35% (n = 290,000) | percent response, % at 10 µM; in the data active means percent response above about 24%, passing the limit was not always enough; further: inactives centre near 1; some results filed as inactive read as strong as hits
GPR7 antagonist – human neuropeptides B/W receptor 1 antagonism | P48145 | GPR7-expressing cells, fluorescence antagonist assay | inhibition, % at 4.4 µM | actives 1.1% (n = 290,000); in the data active means inhibition above about 16%, passing the limit was not always enough;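 further: cells stimulated with the agonist NPW; 0% = agonist with vehicle and 100% = vehicle without agonist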
Target sequence (P48145 whole entry, looked up): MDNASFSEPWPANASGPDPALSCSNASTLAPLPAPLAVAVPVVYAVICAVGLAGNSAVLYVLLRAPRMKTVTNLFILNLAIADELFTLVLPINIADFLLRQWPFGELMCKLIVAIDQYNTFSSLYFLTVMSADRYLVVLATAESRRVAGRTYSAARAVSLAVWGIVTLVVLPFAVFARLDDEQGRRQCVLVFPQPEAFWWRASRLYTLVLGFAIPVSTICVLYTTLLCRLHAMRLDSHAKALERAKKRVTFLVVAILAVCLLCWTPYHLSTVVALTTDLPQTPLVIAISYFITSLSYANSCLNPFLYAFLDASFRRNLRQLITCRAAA
OXTR potentiator – potentiators of human oxytocin receptor | activation, % at 3 µM | actives 0.061% (n = 320,000) | P30559 | CHO-OTR cells, Fluo-8 calcium fluorescence, potentiator mode; 0% = oxytocin EC15, 100% = EC100 | AID 2445;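 active means activation above that plate's cutoff, the mean activation of tested compounds plus 3 SD, cut at about 6.6% in these data, passing the limit was not always enough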;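 further: 100% uses oxytocin at 75 nM as the full agonist control; some results filed as inactive read as strong as hits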
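System: human OTR in CHO cells; Also added: sub-maximal oxytocin, roughly EC15; Timing: compound 6 min at room temperature before oxytocin, 100 s read; Technique: Fluo-8 intracellular calcium fluorescence, ex 470-495, em 515-575 nm; Controls: oxytocin EC15 low and EC100 high; Replication: singlicate.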
Numbers without * were called inactive; nt = no result given. Not a hit list (roughly 4.1% active in at least one column).

SMILES | V1R ag counter | M18AAP inhibitor | OXTR ag | GalR3 antag | NALP1 yeast inh | MEKK2 WT-MEK5 | MEKK2mut PB1 HTS | GPR7 antagonist | OXTR potentiator
CC(NC(=O)Cn1cc(C(=O)C2CC2)c2ccccc21)c1ccccc1 (stereo unspecified) | 4.7 | 2 | 2.2 | -1 | 12 | 103 | 2 | 7 | -10
COc1ccccc1NS(=O)(=O)c1cccc(NC(=O)C2CC2)c1 | 5.6 | nt | 7.1 | -7 | nt | nt | nt | nt | -4
COc1ccccc1NC(=O)CCSCCC(=O)Nc1ccccc1OC | -1.0 | 4 | -0.7 | -2 | 18 | 107 | -2 | -4 | -4
CCCCn1c(=O)[nH]c(=O)c2c1nc(-c1ccc(CC)c([N+](=O)[O-])c1)n2C | -0.1 | 4 | -0.8 | nt | 10 | 89 | -10 | -12 | -2
O=C(CN1CCCCC1)N1CCCc2ccccc21 | -0.2 | -13 | -0.6 | -4 | -8 | 101 | 1 | -5 | -3
CCOC(=O)C1(CC2CC2)CCN(C(=O)c2cc(C)nc3ccc(CC)cc23)CC1 | -0.8 | -14 | 1.8 | -4 | 6 | 102 | -1 | -9 | -14
CC1=C(C(=O)OC(C)C)C(c2ccc(C)o2)NC(=O)N1 (stereo unspecified) | 0.8 | 5 | -0.8 | -1 | -54 | 105 | 3 | -6 | 1
Cc1cc(Cn2nc(C(=O)NCc3cccs3)cc2-c2ccccc2)on1 | -0.2 | nt | -0.4 | -9 | nt | nt | nt | nt | 1
CC(=O)Nc1ccc(N=Nc2ccc(O)cc2)cc1 | 3.2 | 6 | 1.5 | -2 | 19 | 102 | -2 | -2 | -4
O=C(Cn1ncc(N2CCCC2)c(Cl)c1=O)c1ccc(Cl)cc1 | -0.3 | 0 | -2.6 | 1 | -19 | 98 | 0 | -15 | -5
CC(=O)c1ccc(OCC(=O)NC2CCS(=O)(=O)C2)cc1 (stereo unspecified) | 0.8 | -3 | 0.3 | -1 | 2 | 96 | 0 | -10 | -2
Cc1nn(CC(=O)NCCc2ccco2)c(=O)c2nn(-c3ccccc3)c(C)c12 | -0.5 | -11 | -2.0 | -7 | -10 | 97 | 1 | -5 | -1
O=C(c1ccc(Br)c(S(=O)(=O)N2CCCCC2)c1)N1CCCCC1 | 1.6 | -5 | 2.2 | 0 | 3 | 109 | 4 | 24 | -10
O=C(O)c1ccc(-c2nnn(Cc3cccc(C(F)(F)F)c3)n2)cc1 | 2.2 | -1 | 2.6 | -1 | nt | 109 | 7 | 3 | -7
O=C(NC(=S)Nc1ccc2oc(=O)ccc2c1)c1cccc(Cl)c1 | 0.4 | 10 | 0.7 | -7 | 9 | 101 | 6 | -2 | -4
CCOC(=O)C1CCN(C(=O)c2ccc3c(c2)OCO3)CC1 | 0.2 | -1 | -0.5 | -4 | 2 | 98 | 6 | -3 | -9
CC1CC(C)CN(C(=O)c2ccc3nc[nH]c3c2)C1 (stereo unspecified) | 0.6 | 3 | 0.3 | -3 | 9 | 112 | 10 | -3 | -7
COc1cccc(NC(=O)CN2CCN(S(=O)(=O)c3ccc(C(C)C)cc3)CC2)c1 | 1.6 | -2 | 0.3 | 0 | 13 | 101 | -1 | 35* | -16
COc1ccccc1OCCSc1nnnn1-c1ccc(C)cc1 | 1.0 | nt | -0.7 | -1 | -6 | 105 | 3 | nt | -8
CCCCNC(=O)C1CCC(CNS(=O)(=O)c2cccc3nsnc23)CC1 (stereo unspecified) | 2.3 | -2 | 2.0 | -5 | -4 | 104 | 3 | -10 | -9
COc1cccc(-c2nnc(SCC(=O)Nc3ccc(S(N)(=O)=O)cc3)n2C)c1 | 0.5 | -2 | 0.0 | -2 | -13 | 102 | 0 | -1 | -9
COc1ccc(C(=O)N/N=C(\C)CC(=O)Nc2ccccn2)cc1OC | 0.5 | 2 | 0.1 | -3 | -1 | 99 | 13 | 1 | 2
O=S(=O)(c1cccc(F)c1)N1CCC(CO)(Cc2cccc(F)c2)CC1 | 3.7 | -15 | 8.6 | -5 | 4 | 97 | -3 | 2 | -21
C=CCn1c(SC(C)C(=O)Nc2ccc(Cl)cn2)nnc1C1CC1 (stereo unspecified) | -0.3 | nt | -1.5 | 1 | nt | nt | nt | nt | -5
COc1cc(/C(C)=N/Nc2ccc(C(=O)O)cc2)cc(OC)c1OC | -0.1 | 23 | -0.1 | 1 | 28 | 105 | -1 | 6 | -6
O=S(=O)(NCc1cccs1)c1cccc2cccnc12 | 0.2 | -7 | 0.5 | -6 | 9 | 101 | 1 | -3 | -2
Cc1cc(C)nc(/N=C(\NC(=O)C(C)(C)C)Nc2ccc(F)cc2)n1 | 2.0 | 7 | -0.2 | -3 | 4 | 104 | 3 | -1 | -5
O=C(NC1CCCc2ccccc21)c1cccc(S(=O)(=O)N2CCOCC2)c1 (stereo unspecified) | 1.8 | 3 | 0.7 | -7 | 4 | 109 | 1 | -9 | 1
COCC1CCN(Cc2nc(-c3cccs3)no2)C1 (stereo unspecified) | 0.2 | 0 | -0.4 | -2 | 9 | 106 | 1 | 1 | -13
Cc1ccc(C(=O)CCC(=O)OC(C)C(=O)NC2CCCCC2C)cc1 (stereo unspecified) | -1.1 | nt | -1.2 | -6 | nt | nt | nt | nt | 2
O=C(Nc1ccc(Br)cc1)c1cccc(N2C(=O)C3C4CCC(C4)C3C2=O)c1 (stereo unspecified) | 8.3 | 4 | 7.7 | -2 | 27 | 111 | -1 | -13 | -18
N#CC(c1ccc(O)cc1)N1CCCCC1 (stereo unspecified) | 0.9 | -9 | 0.7 | -3 | 9 | 98 | -1 | -9 | 0
COc1ccccc1OC(C)C(=O)Nc1ccc(S(=O)(=O)N2CCN(C)CC2)cc1 (stereo unspecified) | 3.6 | -2 | 0.6 | -8 | 4 | 107 | -3 | 4 | -7
CCN(CC)S(=O)(=O)c1cccc(NC(=O)CNc2cccc(S(=O)(=O)N3CCCC3)c2)c1 | 4.7 | -5 | 3.1 | 104* | 19 | 107 | 6 | 11 | -13
COc1cccc2sc(NC(=O)c3ccc(S(=O)(=O)N4CCOCC4)cc3)nc12 | 4.0 | -3 | 4.6 | -1 | 8 | 102 | -1 | -6 | -2
O=C(CSc1ccc2ccccc2n1)c1ccccc1 | 0.1 | -13 | -2.3 | -4 | nt | 94 | 1 | -5 | 0
c1ccc2sc(NC3=NCN(C4CCCCCC4)CN3)nc2c1 | 4.7 | 4 | 2.8 | -4 | -13 | 112 | 5 | -18 | -11
O=S(=O)(Nc1cccc(-c2cn3cccnc3n2)c1)c1ccc(Cl)cc1 | 1.8 | 2 | 3.9 | -2 | 21 | 98 | -2 | -7 | -7
C[C@@H]1CN([C@H](C)CO)C(=O)c2cc(NC(=O)C3CCCCC3)ccc2O[C@@H]1CN(C)Cc1ccc(C(F)(F)F)cc1 | -0.4 | nt | -0.1 | -5 | nt | nt | nt | nt | -5
COc1ccc(C(=O)NC(C)CCc2ccccc2)cc1[N+](=O)[O-] (stereo unspecified) | -1.0 | 3 | -1.4 | -3 | 9 | 100 | 3 | -9 | -6

Rewritten with each value named: two of the compounds above.
O=S(=O)(c1cccc(F)c1)N1CCC(CO)(Cc2cccc(F)c2)CC1
  V1R ag counter: 3.7
  M18AAP inhibitor: -15
  OXTR ag: 8.6
  GalR3 antag: -5
  NALP1 yeast inh: 4
  MEKK2 WT-MEK5: 97
  MEKK2mut PB1 HTS: -3
  GPR7 antagonist: 2
  OXTR potentiator: -21
C=CCn1c(SC(C)C(=O)Nc2ccc(Cl)cn2)nnc1C1CC1 (stereo unspecified)
  V1R ag counter: -0.3
  M18AAP inhibitor: nt
  OXTR ag: -1.5
  GalR3 antag: 1
  NALP1 yeast inh: nt
  MEKK2 WT-MEK5: nt
  MEKK2mut PB1 HTS: nt
  GPR7 antagonist: nt
  OXTR potentiator: -5

Later entries.
SMILES | V1R ag counter | M18AAP inhibitor | OXTR ag | GalR3 antag | NALP1 yeast inh | MEKK2 WT-MEK5 | MEKK2mut PB1 HTS | GPR7 antagonist | OXTR potentiator
O=c1cc(CO)oc(CN2CCC(Cc3ccccc3)CC2)c1O | 0.4 | 11 | 2.1 | -3 | -3 | 100 | 0 | -11 | -12
COc1cc(/C=N/OCC(=O)Nc2cc(C)cc(C)c2)ccc1OCc1ccc(Cl)cc1 | 1.0 | 0 | -1.2 | -4 | 36 | 107 | 0 | -11 | -1
CCCN(CCC)C1CC(=O)N(Cc2ccccc2)C1=O (stereo unspecified) | -0.5 | -52 | -1.3 | 2 | 26 | 99 | -4 | 2 | -6
O=C(O)[C@H](Cc1ccccc1)N1C(=O)c2ccncc2C1=O | 0.5 | -1 | 1.0 | -6 | 17 | 103 | 4 | 7 | 0
CN1CCN(c2ccc(Cl)cc2NS(=O)(=O)c2ccccc2Cl)CC1 | 14 | 5 | 13 | -9 | 17 | 110 | 2 | 12 | -11
O=[N+]([O-])c1cccc(NNS(=O)(=O)c2ccccc2F)c1 | 0.8 | -13 | 1.5 | -10 | 17 | 92 | -8 | 4 | -2
CC(C)=N/N=C1/NC(=O)C(Cc2ccccc2)S1 (stereo unspecified) | 0.2 | 2 | -0.9 | -6 | -3 | 113 | 7 | -16 | -5
S=C(NCc1ccccc1)Nc1ccc2cn[nH]c2c1 | 1.6 | 3 | 0.7 | -2 | nt | 100 | -1 | -1 | -19
c1ccc2c(c1)c1c3n2CCNC3CCC1 (stereo unspecified) | 1.8 | 6 | 2.2 | -4 | -10 | 109 | 10 | -3 | -11
CN(C)S(=O)(=O)Oc1cc(Cl)ccc1C(=O)Nc1ccc(F)cc1F | -1.7 | 3 | -2.3 | -6 | 0 | 104 | 0 | -20 | 3
O=C(CC1(CC(=O)N2CCOCC2)CCCC1)Nc1ccccc1 | 0.0 | nt | -0.1 | -6 | nt | nt | nt | nt | 2
Cc1noc(C)c1COC(=O)C1CCN(S(=O)(=O)c2c(Cl)cccc2Cl)CC1 | 1.5 | nt | -2.2 | -3 | nt | nt | nt | nt | -5
COc1cc(C(=O)OCC(=O)NCCCc2ccccc2)ccc1OCC(C)C | -0.1 | 8 | -0.7 | -2 | -5 | 102 | 12 | -1 | -4
Cc1cc(C(=O)O)sc1C | 0.2 | -2 | 1.2 | -5 | 8 | 96 | 6 | -1 | 3
CC(=O)C1=C(C)NC(=O)NC1c1cccc([N+](=O)[O-])c1O (stereo unspecified) | 0.0 | -6 | -0.2 | -8 | 21 | 103 | 0 | -5 | -1
CC(C)C[C@H](NC(=O)N1CCN(c2ccccc2)CC1)C(=O)O | 0.0 | 2 | 0.3 | -7 | -9 | 102 | 0 | 3 | -1
Clc1ccccc1Cn1c(/C=C/c2ccco2)nc2ccccc21 | -0.8 | 1 | -0.6 | -3 | 44 | 104 | 2 | -1 | -7
c1ccc(CCNc2ncnc3nc[nH]c23)cc1 | 5.3 | -13 | 5.7 | -5 | 21 | 92 | 0 | -5 | -14
COc1cccc(-c2cc3nc(-c4ccccc4)cc(N4CCCC(O)C4)n3n2)c1 (stereo unspecified) | -0.3 | -2 | -0.8 | -3 | 2 | 98 | -6 | -4 | -14
CCc1nnc(NC(=O)CCC(=O)N2CCN(c3ccccn3)CC2)s1 | 0.0 | -2 | -0.4 | -4 | -4 | nt | nt | 13 | -11
COc1ccccc1-n1c(SCC(=O)NC2CCCCC2)nc2c(c1=O)SCC2 | -0.9 | 3 | -1.1 | -2 | -2 | 114 | 9 | 29* | 3

Source: PubChem BioAssay
